HMGR II inh: inhibitors of E. faecalis class II HMGR, primary screen, biochemical, Enterococcus faecalis; inhibition, % at 10 µM; 190,000 compounds, 0.41% hits; purified E. faecalis HMGR, NADPH absorbance 340 nm kinetic; HMG-CoA reductase (Enterococcus faecalis, mvaE);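 active means inhibition above a set limit, the median over all tested compounds plus 3 SD, cut at about 9.5% in these data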;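 further: enzyme runs in reverse so mevalonate oxidation gives rising NADPH absorbance; 0% = complete reaction with DMSO and 100% = background rate lacking mevalonate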
DTT redox prof: compounds producing H2O2 with reducing agent – biochemical, NIH compound library profiling, artefact control for MLSCN library redox annotation, primary screen. DTT-dependent redox cycling H2O2, phenol red/HRP absorbance; 100% = 100 µM peroxide control, 0% = buffer. activation, % at 10 µM. 200,000 compounds, 0.03% hits. AID 878, 2007;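 active means activation of at least 50% relative to the plate's high and low controls in the primary single-dose screen; inactive means activation below 50%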;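 further: compound incubated with DTT at 0.8 mM final as the reducing agent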
RAM inhibit: inhibitors of the yeast RAM network, primary screen, dse1pr::URA3 reporter, 5-FOA selection; S. cerevisiae dse1pr::URA3 reporter, 5-FOA growth OD615, 2 d; analog-sensitive cbk1-as2 kinase mutant strain; inhibition, % at 50 µM; 190,000 compounds, 1.8% hits; AID 868, 2007;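 active means inhibition above a set limit, 3 SD over mean compound inhibition, cut at about 8.4% in these data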;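 further: 0% = DMSO-only wells with no growth and 100% = 10 µM 1-NA-PP1 full growth; inhibition rescues growth on 5-FOA so higher OD means more RAM inhibition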
Lmaj promast: Leishmania major promastigote growth inhibition, primary screen. Leishmania major promastigotes, resazurin fluorescence viability. inhibition, % at 10 µM. 200,000 compounds, 9% hits; in the data active means inhibition above about 50%;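 further: promastigotes grown with compound for 44 hours at 28 °C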
Hsp70 activator: Hsp70 transcriptional activators, primary screen, cell-based, HeLa, Hsp70 promoter luciferase, luminescence, 10 µM | HeLa Hsp70 promoter luciferase reporter; scaled: vehicle 0, proteasome-inhibitor control 100% | activation, % at 10 µM | 200,000 compounds, 0.04% hits;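 active means activation above the mean across all tested compounds plus 3 SD, cutoff set per campaign, cut at about 5.5% in these data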;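 further: 100% = MG132 at 30 µM as the positive control and 0% = DMSO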
PMI act hi M6P: human PMI activators, high substrate, primary screen, biochemical, fluorescence intensity, near-saturating mannose 6-phosphate | Mannose-6-phosphate isomerase (Homo sapiens), P34949 | coupled PMI enzyme assay, resazurin fluorescence, 20 min; stronger effect = higher value; 1 = untreated enzyme, 0 = substrate-free blank | activation factor at 20 µM | 190,000 compounds, 0.34% hits | AID 1216, 2008;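 active means activation factor of 2 or more at 20 µM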
Target sequence (P34949 whole entry, looked up): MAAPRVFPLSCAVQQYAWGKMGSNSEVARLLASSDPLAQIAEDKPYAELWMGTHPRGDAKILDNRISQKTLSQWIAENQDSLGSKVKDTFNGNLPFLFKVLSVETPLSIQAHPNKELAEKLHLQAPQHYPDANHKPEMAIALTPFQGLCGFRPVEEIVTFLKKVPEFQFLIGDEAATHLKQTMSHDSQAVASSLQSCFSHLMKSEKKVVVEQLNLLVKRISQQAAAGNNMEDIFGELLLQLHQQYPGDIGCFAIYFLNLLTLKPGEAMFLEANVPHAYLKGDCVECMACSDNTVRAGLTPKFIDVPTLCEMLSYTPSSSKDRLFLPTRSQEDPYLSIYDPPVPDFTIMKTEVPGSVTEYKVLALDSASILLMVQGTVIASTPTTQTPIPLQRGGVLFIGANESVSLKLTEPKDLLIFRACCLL
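Test system: human PMI in coupled enzyme assay; Input: PMI at 15 ng/mL final; Medium: HEPES buffer, pH 7.4; Schedule: 20 min incubation at room temperature; Technique: resorufin fluorescence at Ex 544/Em 590 nm; Compound: 20 µM single dose; Probe or stimulus: Near-saturating mannose-6-phosphate, 1.0 mM.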
PMI act: activators of human PMI, primary screen, biochemical, fluorescence intensity, near-Km mannose 6-phosphate; Mannose-6-phosphate isomerase (Homo sapiens), P34949; AID 1214, 2008; 190,000 compounds, 0.005% hits; activation factor at 20 µM; purified human PMI, coupled resazurin fluorescence, 20 min; stronger effect = higher value; 1 = vehicle control, 0 substrate-free wells;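 active means activation factor of 2 or more at 20 µM, relative to plate controls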
TNAP inh noacc: human TNAP enzyme inhibitors, primary screen, biochemical, luminescent, no phosphate acceptor, uHTS. purified TNAP, CDP-star luminescence, 30 min. AID 1012, 2008. 200,000 compounds, 0.26% hits. Alkaline phosphatase, tissue-nonspecific isozyme (Homo sapiens), P05186. inhibition, % at 20 µM;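 active means tissue-nonspecific alkaline phosphatase inhibition above about 50% at 20 µM in the single-dose screen, limit read from the data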;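 further: 0% = DMSO negative control and 100% = EDTA positive control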
S1P3 antagonist: S1P3 receptor antagonists, primary screen, cell-based. Sphingosine 1-phosphate receptor 3 (Homo sapiens), Q99500. CHO S1P3 NFAT-BLA reporter, FRET fluorescence, antagonist mode. inhibition, % at 4.98 µM. 170,000 compounds, 0.27% hits;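 active means inhibition above the plate cutoff, the mean inhibition of test wells on that plate plus 3 SD, cut at about 28% in these data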;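 further: cells challenged with S1P at its EC80 of 0.8 µM; blue over green emission ratio from cleaved BLA substrate after 4 h stimulation; 0% = S1P-stimulated wells and 100% = unstimulated DMSO-only wells; some compounds past the cut are filed as inactive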
Target sequence (Q99500 whole entry, looked up): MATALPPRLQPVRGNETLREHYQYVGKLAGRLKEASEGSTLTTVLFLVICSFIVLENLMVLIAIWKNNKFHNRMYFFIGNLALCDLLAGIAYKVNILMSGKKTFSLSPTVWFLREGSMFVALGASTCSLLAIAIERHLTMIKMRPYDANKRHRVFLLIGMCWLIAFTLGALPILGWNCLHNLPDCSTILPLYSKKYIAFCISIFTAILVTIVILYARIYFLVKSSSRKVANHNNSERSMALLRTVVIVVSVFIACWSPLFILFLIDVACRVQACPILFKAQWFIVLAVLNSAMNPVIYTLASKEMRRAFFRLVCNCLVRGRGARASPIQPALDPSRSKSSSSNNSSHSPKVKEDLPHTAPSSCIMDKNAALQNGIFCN
TNAP inh hi DEA: human TNAP enzyme inhibitors, primary screen, biochemical, luminescent, high phosphate acceptor level, uHTS; purified TNAP, CDP-star luminescence, 1 M DEA; inhibition, % at 20 µM; 200,000 compounds, 0.03% hits; Alkaline phosphatase, tissue-nonspecific isozyme (Homo sapiens), P05186;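 active means over 50% inhibition of tissue-nonspecific alkaline phosphatase at 20 µM in the single-dose screen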;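 further: plate controls were DMSO wells for no effect and EDTA-quenched wells as full inhibition for full effect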
Active calls of the source: *; / = not tested or not shown.

SMILES | HMGR II inh | DTT redox prof | RAM inhibit | Lmaj promast | Hsp70 activator | PMI act hi M6P | PMI act | TNAP inh noacc | S1P3 antagonist | TNAP inh hi DEA
O=C(Nc1ccccc1-c1ccccc1)C1CCCN(c2ncccn2)C1 (stereo unspecified) | -13.2 | -0.3 | 2.5 | 6.3 | 0.5 | 1 | 0.9 | -9.6 | -12.1 | -1.3
Cc1ccc(Nc2nc(Cl)c(C=O)s2)cc1Cl | -6.8 | -1.2 | 1.2 | 24.0 | 0.2 | 0.9 | 1 | 6.1 | -4.8 | 0.8
CN(C)S(=O)(=O)c1ccc(NC(=O)N2CCOCC2)cc1 | 15.2* | 0.1 | 0.1 | -2.7 | -0.3 | 1 | 1 | -7.7 | -11.5 | -3.3
COc1ccccc1NC(=O)CCc1c(C)[nH]c(=O)c(C#N)c1C | -0.7 | -0.2 | 0.9 | -4.3 | 2.0 | 1 | 1 | -10.2 | -14.4 | -4.9
COc1ccc(Cn2c(C)c(C)c(C#N)c2NC(=O)Nc2cccc(Cl)c2)cc1 | -1.3 | -3.4 | 0.9 | -0.2 | -0.3 | 0.9 | 0.9 | -11.2 | / | 0.2
COc1ccc(C(=O)n2nc(-c3ccc(C)cc3)nc2N)cc1OC | -7.3 | 0.3 | 1.0 | 1.9 | -0.4 | 1 | 1 | 7.8 | / | -2.9
O=C(Cn1nnc(-c2ccccc2F)n1)Nc1ccc2c(c1)OCO2 | -0.9 | -0.6 | 1.3 | -8.8 | -0.5 | 0.9 | 0.8 | -11.5 | -28.8 | -7.1
CCOC(=O)c1sc(NC(=O)c2ccc3ncsc3c2)nc1C | -2.4 | -1.2 | 0.2 | 31.3 | -0.8 | 1.1 | 1.1 | -5.1 | -24.2 | -6.5
O=C(CSc1ncccn1)NC(=O)NCc1ccco1 | -0.5 | -0.3 | 3.1 | -6.9 | -0.2 | 1 | 1.1 | -2.7 | -6.6 | -6.5
CC1=C(C(=O)N(C)C)C(c2cccs2)NC(=O)N1 (stereo unspecified) | -0.2 | 1.4 | -1.0 | -0.5 | -0.3 | 1 | 1 | -11.1 | / | -2.0
COc1cc(NC(=O)COC(=O)/C=C/c2c(C)nn(-c3ccc(F)cc3)c2Cl)cc(OC)c1 | 6.1 | 0.7 | 2.7 | 64.3* | -0.5 | 0.9 | 0.7 | -19.9 | -10.3 | -1.0
COC(=O)c1cc(NC(=O)CN(c2ccc(OC)cc2)S(=O)(=O)c2ccc(F)cc2)ccc1Cl | 0.8 | -0.6 | 6.0 | 9.2 | -0.1 | 1 | 1 | -13.0 | / | -8.4
Cc1ccc(CSC2=Nc3ccccc3C3=NC(=O)CN23)cc1 | -7.4 | -0.5 | 7.5 | 6.6 | -0.1 | 0.8 | 1.1 | -6.8 | 0.3 | 0.5
Cc1ccc2nc(C3CCCN3Cc3nc(CCC(C)C)no3)[nH]c2c1 (stereo unspecified) | -6.6 | 1.2 | 0.5 | 20.2 | -0.1 | 1 | 1 | -14.7 | 6.1 | -6.4
Cc1nn(CC(=O)O)c2ccccc12 | -2.9 | -0.1 | 0.6 | -5.3 | -0.2 | 0.9 | 0.9 | -13.3 | -6.3 | -1.6
FC(F)(F)C(Oc1nc(Nc2ccc(Cl)cc2)nc(N2CCOCC2)n1)C(F)(F)F | 0.7 | 0.8 | 2.3 | 10.1 | -0.3 | 1 | 1 | -2.4 | / | -4.1
CN(O)C(=O)Nc1ccc([N+](=O)[O-])cc1 | 2.7 | -0.1 | 1.2 | -1.4 | 1.5 | 1 | 1 | -0.6 | -9.7 | -3.4
COc1cc(/C=C(/C(=O)c2cccs2)c2nc3ccccc3[nH]2)ccc1O | -5.3 | 1.8 | 1.5 | 100.3* | -0.3 | 0.8 | 0.9 | 27.0 | / | 30.8
CCCCc1cc(=O)oc2cc(OCC(=O)N(CC)CC)c(Cl)cc12 | -4.0 | -0.8 | 1.9 | -2.7 | -0.3 | 0.9 | 1 | -4.8 | -15.0 | 0.7
O=C(/C=C/c1ccc(Cl)cc1Cl)Nc1ccncc1 | -5.3 | -0.5 | 0.8 | 95.2* | -0.1 | 0.9 | 0.8 | -6.9 | -11.2 | 0.8
CC1(C)Cc2c(sc(NC(=O)C3CC(Cl)=CCC3C(=O)O)c2C#N)CO1 (stereo unspecified) | -6.9 | 0.2 | 3.9 | -5.3 | -0.2 | 1.1 | 1.1 | -0.4 | -17.8 | 1.9
C[C@]12CC[C@@H]3c4ccc(O)cc4CC[C@H]3[C@@H]1CCC2=O | 2.3 | 0.8 | 3.5 | -4.9 | -0.3 | 1 | 1 | -5.3 | 14.7 | 3.3
Cc1ccc(-c2cc(C)nc3ncnn23)cc1 | -6.5 | -3.8 | 1.4 | -2.7 | -0.4 | 1 | 1.1 | -4.7 | 27.6 | -4.9
S=c1[nH]nc(Cc2ccc(Br)cc2)n1/N=C/c1ccc(Cl)cc1 | -6.7 | -1.1 | 8.3 | -5.0 | -0.3 | 0.7 | 0.5 | 16.1 | -2.5 | 6.0
C=CCOC(=O)C1=C[C@H](C2CC2)[C@@H](CCCO)[C@H](OCC)O1 | -5.1 | 0.8 | -0.5 | -8.5 | 0.0 | 1 | 0.9 | -2.7 | 0.5 | -5.2
CCOC(=O)c1ccc(NC(=O)c2nn(CC)cc2Br)cc1 | -2.1 | 0.5 | 5.4 | -0.5 | 0.1 | 0.9 | 0.9 | -3.7 | 25.0 | 1.1
Cc1noc(C)c1COC(=O)c1ccc(F)c(S(=O)(=O)N2CCCCC2)c1 | -5.8 | -1.0 | 2.7 | 1.5 | -0.3 | 0.9 | 0.9 | 6.0 | 5.3 | -1.8
Cc1cccc(-n2cnc(C(=O)N/N=C/c3ccccc3)c2)n1 | -6.7 | -0.2 | 0.1 | 34.3 | -0.1 | 1.1 | 1 | -41.7 | / | -5.6
O=C(COc1ccc(S(=O)(=O)NC2CCCCC2)cc1)NC1CCCCC1 | -4.8 | -0.2 | 5.3 | 10.0 | -0.5 | 1 | 1 | -2.3 | / | 2.0
C=CCNc1nnc(Sc2ncccc2[N+](=O)[O-])s1 | 5.7 | 0.6 | 0.4 | 15.7 | -0.4 | 1 | 1.1 | -7.5 | -16.1 | 0.0
Cc1nc2ccc(-c3nc4ccccc4[nH]3)cc2[nH]1 | -3.2 | -0.8 | 0.8 | 5.6 | -0.3 | 1 | 1 | -19.9 | 0.5 | -5.4
Cc1ccc(C2=NN(C(=O)c3cccs3)C(c3ccccc3O)C2)cc1 (stereo unspecified) | -1.7 | 0.2 | 6.3 | 13.4 | -0.2 | 0.9 | 0.8 | -3.9 | 7.7 | -2.4
CCCCNC(=O)c1nc2ncc(Br)cn2n1 | -0.3 | 1.1 | 1.2 | -2.3 | 0.0 | 0.9 | 0.8 | -8.3 | 11.4 | -5.4
CCCCN(C)C1CCN(C(=S)Nc2ccc(OCC)cc2)CC1 | -6.3 | 0.4 | 1.7 | 82.4* | 0.1 | 1 | 1 | -0.8 | 4.5 | -1.5
O=C(Cc1ccccc1)NC(NCCCN1CCOCC1)(C(F)(F)F)C(F)(F)F | 3.2 | -1.0 | 1.0 | 0.8 | -0.1 | 1 | 1.1 | 1.5 | -25.8 | -4.9
O=C(O)C1CCN(S(=O)(=O)c2ccc(Oc3ccccc3)cc2)CC1 | -7.7 | 4.1 | 5.0 | -12.4 | 0.3 | 0.9 | 1 | -9.4 | -19.1 | 0.9
Cc1ccc(O)c(NC(=O)CCCC(=O)O)c1 | -0.9 | 0.3 | 0.3 | -4.5 | 0.0 | 1.1 | 1.1 | -1.4 | 2.5 | -6.1
Cc1ccc(S(=O)(=O)N2CCC(C(=O)NCc3ccncc3)CC2)cc1 | -3.4 | 0.3 | 0.5 | 0.4 | -0.4 | 1 | 0.9 | -10.9 | / | -4.5
CC(C)CNC(=O)C1CCCN(S(=O)(=O)c2ccc(-n3cnnn3)cc2)C1 (stereo unspecified) | 2.2 | -0.1 | 3.8 | -6.3 | -0.5 | 1 | 1 | -3.6 | -6.0 | 1.7
O=c1[nH]c2ccccc2c(O)c1SCCO | -3.6 | -1.3 | 1.3 | -0.8 | -0.3 | 0.9 | 0.9 | -6.1 | -11.6 | -7.1
CC(NC(=O)CN(C)Cc1cccs1)c1ccccc1 (stereo unspecified) | 7.0 | 0.5 | 2.9 | 0.3 | -0.3 | 0.9 | 1.1 | -15.8 | -16.7 | -4.7
CCn1c2ccccc2c2cc(CN3CCN(S(C)(=O)=O)CC3)ccc21 | -0.6 | 0.0 | 0.5 | 67.9* | -0.2 | 0.9 | 0.7 | -6.1 | 3.5 | 0.5
COc1ccccc1N1CCN(C2CCN(C(=O)COc3ccccc3)CC2)CC1 | -1.2 | -0.2 | 0.2 | -4.1 | 0.0 | 1 | 1 | -2.9 | -3.1 | -6.3
C=CCNC(=S)N/N=C(\C)c1cccnc1 | 1.6 | -0.7 | 3.0 | 0.2 | 0.2 | 1 | 1 | -19.5 | -13.2 | -6.8
O=C(O)CC/C(=N/NC(=O)c1cccs1)c1ccccc1 | -4.3 | -0.6 | 0.8 | -3.7 | 0.7 | 1.1 | 1.1 | -7.0 | -4.5 | -4.6
CCOC(=O)N1CCC(N2C(=O)c3ccccc3C2Nc2ccc(S(=O)(=O)N3CCOCC3)cc2)CC1 (stereo unspecified) | -6.0 | 7.6 | 0.8 | -4.2 | 0.1 | 1 | 1.1 | -9.1 | -17.2 | 0.9
CCOC(=O)N1CCN(C(=O)C2CCN(S(=O)(=O)c3ccc(OC)cc3)CC2)CC1 | -2.3 | -0.6 | 0.0 | 5.1 | 0.0 | / | / | -10.0 | -20.4 | 0.5
COc1cccc(CC(=O)Nc2nc3ccccc3[nH]2)c1 | -1.8 | 0.1 | 3.1 | -8.2 | -0.2 | 1 | 1 | -23.3 | -7.7 | -6.3
O=C(CCS(=O)(=O)c1ccccc1)N1CCOCC1 | -0.5 | -0.2 | 1.1 | -6.3 | 0.1 | 1.1 | 1.1 | -10.1 | -5.5 | -3.4
